# TDP1 cell CPT: DT40-hTDP1 cell growth loss with CPT; Potency, µM (highest dose often 46.2 µM), for the others: top-dose activity change, negative = growth inhibition, hits mostly inhibitors; AID 686979; 420,000 tested, 12% active; chicken DT40 Tdp1-/-;hTDP1 cells + 20 nM CPT, ATP luminescence, 48 h; further: nearly all actives have a fitted effect of over 55% in size
#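 Cell growth measured by CellTiter-Glo luminescence after a minimum 48 h, 37 C compound exposure with 20 nM CPT in Tdp1-knockout DT40 cells stably expressing hTDP1, seeded 400/well; qHTS titration format.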
# TDP1 cell noCPT: qHTS for Inhibitors of human tyrosyl-DNA phosphodiesterase 1 (TDP1): qHTS in cells in absence of CPT; DT40 Tdp1-/- hTDP1 cells, no CPT, ATP luminescence, 48 h; Potency, µM (titrated, usually from 46.2 µM), for inactives: at the top dose activity change, negative = growth inhibition, hits mostly inhibitors; 420,000 tested, 15% active; further: nearly all actives have a fitted effect of over 55% in size
#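 DT40 Tdp1-/-;hTDP1 cells, no CPT (DMSO vehicle only), 400 cells/well; compounds pin-transferred; ≥48 hr, 37 °C; CellTiter-Glo 30 min RT dark, luminescence read.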
# TDP1 block: blocks human tyrosyl-DNA phosphodiesterase 1; 350,000 tested, 0.28% active; Q9NUW8; recombinant TDP1, AlphaScreen DNA substrate cleavage; AID 485290; Potency, µM (top dose mostly 130 µM), for inactives: top-dose activity change, negative = inhibition, hits mostly inhibitors; further: nearly all actives have a fitted effect of over 40% in size
# Target sequence (Q9NUW8 whole entry, looked up): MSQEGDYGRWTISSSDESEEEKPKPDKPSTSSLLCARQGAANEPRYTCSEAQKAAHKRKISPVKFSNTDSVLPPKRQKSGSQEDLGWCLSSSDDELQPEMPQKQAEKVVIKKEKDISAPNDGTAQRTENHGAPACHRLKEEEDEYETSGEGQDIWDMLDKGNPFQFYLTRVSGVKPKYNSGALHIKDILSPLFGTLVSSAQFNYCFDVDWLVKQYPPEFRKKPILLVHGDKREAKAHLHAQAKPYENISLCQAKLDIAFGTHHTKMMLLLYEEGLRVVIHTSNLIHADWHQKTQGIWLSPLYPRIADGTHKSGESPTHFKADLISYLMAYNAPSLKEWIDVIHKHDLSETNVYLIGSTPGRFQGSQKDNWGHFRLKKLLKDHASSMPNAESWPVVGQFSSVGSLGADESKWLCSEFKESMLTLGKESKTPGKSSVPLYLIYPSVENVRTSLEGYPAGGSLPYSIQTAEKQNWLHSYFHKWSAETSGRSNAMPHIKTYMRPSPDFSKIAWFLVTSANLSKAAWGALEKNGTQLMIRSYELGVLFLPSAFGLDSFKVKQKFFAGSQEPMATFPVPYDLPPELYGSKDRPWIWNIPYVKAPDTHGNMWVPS
#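 Signal: AlphaScreen proximity between streptavidin donor and anti-FITC acceptor beads on intact substrate. Reaction: Tdp1 1 nM, substrate 15 nM final, 5 min RT after 15 min compound preincubation.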
# An asterisk follows results filed as active; ? = inconclusive; / = not tested or not shown; & = joins results of further samples; ! = a repeat was not active; [ ] = dose if it differs, or a comment. The call rests on the fitted dose curve; in most records, active means well fitted curve in the direction sought with a large enough effect; inconclusive means small, poorly fitted or top-dose-only effect, or another doubt; inactive means no such curve, though single readings can be large; an effect the other way counts as inactive or inconclusive. On the % scale 0 is the no-effect control and ±100 the full control effect; potency means the concentration at half of the fitted maximal effect.
Structure	TDP1 cell CPT	TDP1 block	TDP1 cell noCPT
COc1cccc(/C=N/n2c(-c3n[nH]c4c3CCC4)n[nH]c2=S)c1OC	0%	7%	-10%
CC(=O)Nc1cc(-c2cccc(C(=O)NCCN(C)C)c2)cn2c(-c3ccccc3)cnc12	?	/	?
O=C(COC(=O)/C=C/c1cccc([N+](=O)[O-])c1)Nc1ccc(Cl)cn1	2%	0%[56.1 µM]	10%
Cc1cc(OCC(=O)NCc2cccnc2)ccc1[N+](=O)[O-]	-2%	4%	-10%
C[C@H](NC(=O)c1ncn(C)c1C(=O)N[C@@H](C)c1ccccc1)c1ccccc1	-28%	0%	-30%
O=C(COC(=O)CN1C(=O)C(=O)c2ccccc21)OCN1C(=O)c2ccccc2C1=O	?	1%	?
COCCn1c(SCC(=O)Nc2ccc(OC)c(S(N)(=O)=O)c2)nc2ccccc2c1=O	7%	/	-22%
CC1CCCCC1NC(=O)COC(=O)c1cc(=O)c2ccccc2o1 (stereo not given)	-2%	3%	4%
COC(=O)c1cc(NS(=O)(=O)c2cc(Br)cc3c2N(C(C)=O)CC3)cc(C(=O)OC)c1	-18%	6%	-20%
CC12CCC(C(=O)Nc3ccccc3N3CCOCC3)(CC1=O)C2(C)C (stereo not given)	4%	-2%	-1%
CCN(C(=O)CN1C(=O)S/C(=C\c2ccccc2Cl)C1=O)C1CCS(=O)(=O)C1 (stereo not given)	?	/	-21%
COc1ccc2[nH]cc(CCNc3ncncc3-c3ccc(N(C)C)cc3)c2c1	?	22%[56.1 µM]	?
Brc1cccc(CNCC2CCCO2)c1 (stereo not given)	4%	/	-3%
Cc1nn(-c2ccccc2)c2nc(C(Cl)(Cl)Cl)[nH]c(=O)c12	-30%	0%	?
COc1ccc(S(=O)(=O)Cc2ccc(C(=O)NCc3ccccc3)o2)cc1	-19%	2%	-11%
CCO/C=N/c1c(C#N)c(CC#N)nn1-c1ccccc1	-4%	1%	-2%
CC(=O)Nc1ccc(Nc2nc3c(S(=O)(=O)c4cc(C)ccc4C)nnn3c3ccsc23)cc1	15%	-3%	-2%
Cc1cc(C)c2nc3sc(=Cc4ccc(-c5ccccc5C(=O)O)o4)c(=O)n3c2c1	?	/	?
Cn1ccnc1SCCNC(=O)C1CCC(=O)N(Cc2ccc(Cl)cc2)C1 (stereo not given)	2%	1%	34%[activator]
CCCCC1=CC2=CC(=O)C(C)(OC(=O)CC)C(=O)C2=CN1CCc1c[nH]c2ccccc12 (stereo not given)	?	8%[21 µM]	16µM*
Cc1cccc(-n2c(=O)[nH]c3c(C(N)=O)nc(C(C)C)nc32)c1	?	5%	?
COc1ccc(-c2csc3ncnc(N4CCN(S(=O)(=O)c5ccc(C)cc5)CC4)c23)cc1	?	1%	15µM*
Cc1cc(-c2ccccc2C(=O)O)on1	-16%	-7%	-9%
CCc1ccccc1N(CC(=O)N1CCCCCC1)S(C)(=O)=O	-5%	2%	-1%

# Retrieved by compound from the entries so far, two records:
Structure	TDP1 cell CPT	TDP1 block	TDP1 cell noCPT
COc1ccc(-c2csc3ncnc(N4CCN(S(=O)(=O)c5ccc(C)cc5)CC4)c23)cc1	?	1%	15µM*
Cc1cccc(-n2c(=O)[nH]c3c(C(N)=O)nc(C(C)C)nc32)c1	?	5%	?

# Next results follow.
Structure	TDP1 cell CPT	TDP1 block	TDP1 cell noCPT
CC(C)(C=O)Cc1cc(C(C)(C)C)c(O)c(C(C)(C)C)c1	?	-4%&-8%[56.1 µM]	?
COc1ccc(/C=N\NC(=O)c2sccc2C)cc1Cn1nc(C)cc1C	7.3µM*	4%	?
O=C(O)c1ccccc1/C=N/NC(=O)c1cc(-c2ccco2)nc2ccccc12	1%	/	1%
CC(C)CCNc1nc(N)c([N+](=O)[O-])c(NC2CCCCC2)n1	?	/	?
CC1(Cc2ccc3c(c2)OCO3)NC(=O)NC1=O (stereo not given)	-5%	4%	13%
CCNc1nc(NC(C)C)nc(SCCOC(=O)c2ccccc2)n1	15µM*	-5%	?
CC(=O)c1ccc2c(c1)Cc1cc(C(C)=O)ccc1-2	-13%	8%	-20%
OC(CN1CCOCC1)c1ccccc1 (stereo not given)	15%	/	6%
COc1ccc(C2CC(=O)c3cc(-c4nc(-c5cccc([N+](=O)[O-])c5)cs4)c(=O)n(-c4cccc(C)c4)c3C2)cc1 (stereo not given)	0%	5%	-4%
COc1ccc2cc3cc(C(=O)Nc4cc(C)c(Cl)cc4OC)oc3nc2c1	-1%	-7%	?
COc1ccc(/C=N/NC(=O)c2cccc(NC(=O)c3ccc(Cl)cc3)c2)c(OC)c1	7%	0%	?
COc1cc(C(N)=O)cc(Br)c1OCc1ccccc1	?	5%	?
COc1cccc(C2C(C(=O)Nc3nc4ccccc4s3)=C(C)NC3=C2C(=O)CC(C)(C)C3)c1OC (stereo not given)	?	-3%	?
CCCCCn1c(=O)[nH]c2cc(C(=O)N3CCN(c4cccc(OC)c4)CC3)ccc2c1=O	23µM*	-3%	15µM*
O=[N+]([O-])c1cccc(-c2nnc(C34CC5CC(CC(C5)C3)C4)o2)c1	-12%	0%	-14%
CCC(C)n1c(=N)c(C(=O)NC2CCCC2)cc2c(=O)n3ccccc3nc21 (stereo not given)	-14%	/	?
C[C@]12CCC(=O)C=C1C=C[C@@H]1[C@@H]2CC[C@@]2(C)[C@H]1CC[C@@]21CCC(=O)O1	?	/	15µM*!
Cc1cc(C(=O)N(C)CC(=O)Nc2ccccc2C(F)(F)F)c(C)o1	16µM*	2%	23µM*
O=C(NCc1ccco1)C(Cc1ccccc1)NS(=O)(=O)c1cccc2nsnc12 (stereo not given)	-26%	2%	7%
Cc1cccc(Cl)c1NC(=S)N1CCN(c2ccc([N+](=O)[O-])cn2)CC1	?	/	26µM*
Cc1ccc(OCC(=O)O/N=C(\N)c2cccc([N+](=O)[O-])c2)cc1C	-26%	0%	?
Cn1c(N)c(C(=O)COC(=O)Cc2ccc(Cl)cc2)c(=O)n(C)c1=O	-26%	-11%	?
Cc1ccccc1-c1ccc2ncnc(NC3CC3)c2c1	16µM*	/	?
Cn1c(=O)[nH]c(=O)c2c1nc(CN(Cc1ccccc1)Cc1ccccc1)n2CCN1CCOCC1	-17%	3%	-28%

# Shown with two lines to a compound: 7 of the compounds above.
# Each structure is followed by: TDP1 cell CPT, TDP1 block, TDP1 cell noCPT
C[C@]12CCC(=O)C=C1C=C[C@@H]1[C@@H]2CC[C@@]2(C)[C@H]1CC[C@@]21CCC(=O)O1
  ?, /, 15µM*!
O=C(NCc1ccco1)C(Cc1ccccc1)NS(=O)(=O)c1cccc2nsnc12 (stereo not given)
  -26%, 2%, 7%
Cn1c(=O)[nH]c(=O)c2c1nc(CN(Cc1ccccc1)Cc1ccccc1)n2CCN1CCOCC1
  -17%, 3%, -28%
Cc1cccc(Cl)c1NC(=S)N1CCN(c2ccc([N+](=O)[O-])cn2)CC1
  ?, /, 26µM*
Cn1c(N)c(C(=O)COC(=O)Cc2ccc(Cl)cc2)c(=O)n(C)c1=O
  -26%, -11%, ?
Cc1cc(C(=O)N(C)CC(=O)Nc2ccccc2C(F)(F)F)c(C)o1
  16µM*, 2%, 23µM*
Cc1ccc(OCC(=O)O/N=C(\N)c2cccc([N+](=O)[O-])c2)cc1C
  -26%, 0%, ?

# (more compounds)
Structure	TDP1 cell CPT	TDP1 block	TDP1 cell noCPT
Cc1ccccc1NC(=O)NC1(C(=O)NCCCN2CCOCC2)CCCCC1	9%	2%	3%
C=CCn1c(CNC(=O)c2cccs2)nnc1SCC(=O)Nc1ccc(C(=O)O)cc1	-2%	3%	1%
Cc1c(Cl)ccc2c(C(O)CBr)cc(-c3ccccc3)nc12 (stereo not given)	?	/	16µM*
CCCN1CNc2c(c(=O)[nH]c(=S)n2-c2ccc(Cl)cc2)C1	-14%	2%	-10%
O=C(O)c1ccc(-c2ccc(/C=C3\NC(=O)N(Cc4ccc(Cl)cc4)C3=O)o2)cc1Cl	8%	?	?
COc1ccc(C(C#N)(CC(=O)O)c2cnccn2)cc1OC (stereo not given)	?	4%	2%
COc1cc(/C=C(/C(=O)c2cccs2)c2nc3ccccc3[nH]2)cc(OC)c1O	?	8%	16µM*
Cc1ccsc1C(=O)N1CC=C(c2ccccc2)CC1	-16%	8%	?
CCOc1ccc(CCNC(=O)COC(=O)c2ccncc2)cc1OCC	-11%	2%	2%
CCN(CC)c1ccc(C2NCC(c3ccc([N+](=O)[O-])cc3)O2)cc1 (stereo not given)	1%	0%	-16%
COc1cc(/C=C/CNC[C@H]2O[C@@H](n3cnc(C(N)=O)n3)[C@H](O)[C@@H]2O)ccc1O	-10%	/	-8%
CCN1C(=O)C(CC(=O)Nc2ccc(OC)cc2)N(Cc2ccc(OC)c(OC)c2)C1=S (stereo not given)	-13%	1%	?
Cc1ccc(S(=O)(=O)N2CCN(C(=O)c3ccc([N+](=O)[O-])cc3)C2)cc1	-11%	3%	-20%
CC(=O)OCc1ccccc1Sc1ccccc1C(=O)NCc1ccccc1	2%	0%	-29%
COc1ccc(C(C)=O)cc1CC1(C)C(=O)Nc2ccc(-c3cccc(C(F)(F)F)c3)cc21 (stereo not given)	?	/	?
CN(CC(=O)Nc1ccccc1Cl)C(=O)c1cc(-c2cccs2)nn1-c1ccccc1	?	/	?
COc1ccc(/C=C/C(=O)OCC(=O)NCc2ccco2)cc1OC	-19%	?	?
O=C1CSC(c2cn(-c3ccccc3)nc2-c2cc3ccccc3oc2=O)N1Cc1ccccc1 (stereo not given)	?	4%	?
CC(C)CC(=O)Nc1sc2c(c1C(=O)O)CCCCC2	-3%	-4%	-10%
CCOc1ccc(CCNC(=O)CCc2c(C)nc3c(c(C)nn3-c3ccc(C)c(C)c3)c2C)cc1	1%	-2%	-2%
CC(C)N(C)c1ncnc2c1ncn2[C@H]1CN(CCN2CCOCC2)C[C@@H](CO)O1	5%	/	0%
Cc1cccc(OCC(=O)N2CCC(c3nc4ccccc4o3)CC2)c1C	?	1%	?
CCCCNC(=O)c1ccccc1SCC(=O)NC1CCCCCCC1	-24%	0%	-1%
Cc1ccccc1NC(=O)NC1CCS(=O)(=O)C1 (stereo not given)	9%	/	-4%
CSc1nnc(NC(=O)c2cc3ccccc3oc2=O)s1	?	5%	-19%
C(#Cc1ccc(C#CCN2CCOCC2)cc1)CN1CCOCC1	-14%	4%	2%
CC1CCN(c2ccc([N+](=O)[O-])cn2)CC1	-4%	-2%	-8%
NC(=O)CN1C(=O)/C(=c2\sc3nc(=O)c(Cc4ccccc4)nn3c2=O)c2ccccc21	?	/	?
O=c1c2ccccc2nc(-c2ccc([N+](=O)[O-])cc2)n1O	?	4%	?
Cc1ccc(C(=O)OCn2nnc3ccccc3c2=O)cc1[N+](=O)[O-]	1%	6%	19%
COc1ccc2c(=O)c(C(=O)NCCc3ccccc3)c[nH]c2c1	16µM*	/	?
CC1CCN(C(=S)NCCc2ccccc2)CC1	-18%	-1%	?
O=S(=O)(c1ccc(Nc2ccc3c(c2)OCO3)nc1)N1CCOCC1	19%	2%	-6%
O=C(NCC(c1ccco1)S(=O)(=O)c1cccs1)c1ccccc1 (stereo not given)	?	-5%	?
COc1ccc(Cl)cc1NC(=O)CN(C)C(=O)Cn1c(=O)oc2ccccc21	-18%	/	0%
CCOC(=O)N1CCN(Cc2nc(Cc3cccc(C(F)(F)F)c3)no2)CC1	?	/	?
CCOC(=O)c1c(NC(=O)CN2C(=O)NC3(CCCCC3C)C2=O)sc(C(=O)N(C)C)c1C (stereo not given)	5%	0%	8%
CCCN(CCC)CCCNC(=O)c1cc2c(-c3ccc(Cl)cc3)nn(C)c2s1	13µM*	5%	8.2µM*
